# HEK cytotox: cytotoxic compounds in HEK 293 cells; HEK 293 viability, ATP luminescence (CellTiter-Glo), 48-72 h; hit rate 6.6% among 94,000; Potency, µM (doses to about 115 µM), for the others: top-dose activity change, negative = cytotoxicity, usual class: inhibitors; further: potency means the concentration at half of the fitted maximal effect; nearly all actives have a fitted effect of over 60% in size
#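 CellTiter-Glo luminescence (cellular ATP) was read after 48 or 72 hr of compound exposure at 37 degree Celsius. Cells were HEK 293 plated at 250 cells/well.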
# SNCA expr inhib: reduces expression of the alpha-synuclein gene. HEK-293 SNCA-luciferase knock-in, luminescence, 24 h. Potency, µM (series often up to 57.2 µM), without a hit: at the top dose activity change, negative = inhibition, hits mostly inhibitors. hit rate 0.17% among 140,000. AID 1671194;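 further: potency means the concentration at half of the fitted maximal effect; plate controls were DMSO cells for no effect and cell-free wells for full effect; nearly all actives have a fitted effect of over 45% in size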
# 3T3 cytotox: cytotoxic compounds in NIH 3T3 cells. NIH 3T3 viability, CellTiter-Glo ATP luminescence, 48-72 h. Potency, µM (titrated, usually from 96.7 µM), inactives show at the top dose activity change, negative = cytotoxicity, most hits filed as inhibitors. hit rate 4.3% among 94,000. AID 1345082; further: potency means the concentration at half of the fitted maximal effect; nearly all actives have a fitted effect of over 55% in size
#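 Luminescent ATP readout (CellTiter-Glo, 10 min RT) after 48 or 72 hr compound exposure of NIH 3T3 cells seeded at 400 cells/well in 1536-well format; quantitative HTS.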
# SNCA viab count: counter-screen for SNCA expression inhibitors: cell viability | HEK-293-SNCA-luc viability, GF-AFC fluorescence, 24 h | Potency, µM (top dose mostly 57.1 µM), for the others: at the highest dose activity change, negative = cytotoxicity, most hits filed as cytotoxic | hit rate 0.12% among 150,000;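 further: potency means the concentration at half of the fitted maximal effect; 0% = DMSO-treated cells and -100% = medium-only wells without cells; nearly all actives have a fitted effect of over 30% in size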
#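 HEK-293-SNCA-luc cells (1500/well) plated 24 h, then exposed 24 h to a dilution series; GF-AFC added 30 min at 37C, fluorescence 405/540 nm; normalised to medium-only and DMSO wells, Hill fit.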
# Luciferase inh: Photinus pyralis luciferase inhibition | P08659 | purified P. pyralis luciferase, luminescence, biochemical | Potency, µM (doses to about 115 µM), without a hit: top-dose activity change, negative = inhibition, actives largely listed as inhibitors | hit rate 2.5% among 76,000; further: potency means the concentration at half of the fitted maximal effect; nearly all actives have a fitted effect of over 65% in size
#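 Purified 10nM P. pyralis luciferase with 10uM D-luciferin and 10uM ATP in 50mM Tris acetate pH 7.5, 10mM Mg acetate, 0.01% Tween-20, 0.05% BSA. qHTS titration; luminescence read by CCD imager.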
# GPT2 inhibitor: blocks human glutamate pyruvate transaminase 2; Recombinant GPT2, coupled pyruvate oxidase/HRP Amplex Red fluorescence; Q8TD30; AID 1671188; hit rate 0.25% among 100,000; Potency, µM (top dose mostly 57.7 µM), inactives show top-dose activity change, negative = inhibition, hits mostly inhibitors; further: potency means the concentration at half of the fitted maximal effect; nearly all actives have a fitted effect of over 60% in size; many of its hits are not listed in these tables
# Target sequence (Q8TD30 whole entry, looked up): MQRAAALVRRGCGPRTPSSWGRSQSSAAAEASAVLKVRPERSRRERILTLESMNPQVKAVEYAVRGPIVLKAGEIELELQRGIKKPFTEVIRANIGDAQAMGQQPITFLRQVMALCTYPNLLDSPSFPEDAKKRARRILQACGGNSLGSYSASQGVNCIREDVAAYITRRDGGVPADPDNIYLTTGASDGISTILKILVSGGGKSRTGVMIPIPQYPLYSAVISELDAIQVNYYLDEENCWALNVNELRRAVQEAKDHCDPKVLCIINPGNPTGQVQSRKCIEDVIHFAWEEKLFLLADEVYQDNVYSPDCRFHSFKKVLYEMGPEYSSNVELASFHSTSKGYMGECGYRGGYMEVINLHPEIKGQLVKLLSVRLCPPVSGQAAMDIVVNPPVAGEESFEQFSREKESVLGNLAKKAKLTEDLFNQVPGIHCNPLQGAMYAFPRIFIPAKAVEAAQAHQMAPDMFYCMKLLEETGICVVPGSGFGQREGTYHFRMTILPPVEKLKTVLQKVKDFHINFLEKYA
#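 Recombinant GPT2 (10ng/uL) with 250uM a-KG and 2mM L-alanine, 30 min at room temperature, in HEPES pH 7.5 buffer. Pyruvate detected by pyruvate oxidase/HRP/Amplex Red fluorescence after 30 min in the dark; AOA (50uM) as positive control.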
# IP6K1 inh: blocks human inositol hexakisphosphate kinase 1; IP6K1 kinase, ADP-Glo luminescence, 2 h; active compounds read low; activity change, % (series mostly up to about 58 µM); hit rate 0.81% among 140,000; AID 1645851; in the data active means activity change below about -25%
# Target sequence (Q92551 whole entry, looked up): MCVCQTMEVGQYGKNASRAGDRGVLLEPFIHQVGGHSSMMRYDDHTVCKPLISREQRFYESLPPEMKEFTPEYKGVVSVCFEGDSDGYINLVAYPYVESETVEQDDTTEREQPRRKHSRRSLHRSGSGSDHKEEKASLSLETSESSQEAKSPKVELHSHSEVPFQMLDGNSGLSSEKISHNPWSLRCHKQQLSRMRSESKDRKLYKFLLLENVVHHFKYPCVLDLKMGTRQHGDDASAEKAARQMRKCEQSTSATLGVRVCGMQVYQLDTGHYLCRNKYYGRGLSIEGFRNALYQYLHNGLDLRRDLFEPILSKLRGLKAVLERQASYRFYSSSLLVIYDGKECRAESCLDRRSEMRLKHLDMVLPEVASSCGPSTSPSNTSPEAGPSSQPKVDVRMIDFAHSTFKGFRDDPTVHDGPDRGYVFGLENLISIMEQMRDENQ
#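 ADP-Glo luminescence measures ADP made by human IP6K1 during a 2 h RT reaction with ATP/IP6 (mix at 1.3 mM/130 uM); top library doses 57.5 and 19.1 uM final.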
# Active calls of the source: *; i = inactive; ? = inconclusive; · = not tested or not shown; & = joins results of further samples; [ ] = dose if it differs, or a comment. Unless noted, the call rests on the fitted dose curve; in most records, active means well fitted curve in the direction sought with a large enough effect; inconclusive means small, poorly fitted or top-dose-only effect, or another doubt; inactive means no such curve, though single readings can be large; an effect the other way counts as inactive or inconclusive. Unless noted, on the % scale 0 is the no-effect control and ±100 the full control effect.
# Below each SMILES – HEK cytotox	SNCA expr inhib	3T3 cytotox	SNCA viab count	Luciferase inh	GPT2 inhibitor	IP6K1 inh
Cc1ccccc1NC(=O)CSc1nc(-c2cccs2)nc2cc(=O)[nH]n12
    ·	24%	·	8%	·	·	-11
CNC(=O)C1CN(c2ccc(F)cc2)C(=O)N1 (stereo not given)
    4%[172 µM]	-29%[87.6 µM]	-12%[138 µM]	-4%[87.6 µM]	3%[172 µM]	i	-1
CCC(=O)N1CCN(C2CCN(Cc3ccccn3)C2=O)CC1 (stereo not given)
    ?	23%	-7%	5%	0%	0%	26
O=[N+]([O-])c1cccc(-c2noc([C@@H]3C[C@@H](O)CN3Cc3cccc(OC(F)(F)F)c3)n2)c1
    -24%	54%[activator]	-7%	3%	-19%	?	10
Cc1ccc(C(=O)N2CC(c3noc(COc4ccccc4C)n3)C2)cn1
    -18%	4%	-10%	3%	-4%	-11%	8
Cc1ccc(C2Cn3nnc(-c4nc(-c5ccccc5Br)no4)c3CO2)c(C)c1 (stereo not given)
    -4%	14%	2%	6%	3%	i	-3
O=C(NCc1cccs1)c1cn2cc(-c3ccccc3)sc2n1
    ?	210%[activator]	?	3%	·	-22%	2
Cc1cc(C(=O)N2C[C@@H](COc3ccccc3)[C@H](C(N)=O)C2)n(C)n1
    -19%	16%	-15%	-5%	2%	-1%	3
COCCN1C(=O)CS(=O)(=O)C12CCN(C(=O)c1cc(OC)cc(OC)c1)CC2
    i	24%	2%	6%	3%	i	-2
Cc1cccc(-c2cccc(CN3CCC(NC(=O)c4ccccc4Cl)CC3)c2)c1
    ?	-30%	?	?	·	i	-4
CN1C[C@H](NC(=O)Nc2ccccc2)CCC[C@@H](C(=O)NCc2cc(F)cc(F)c2)CC1=O
    -15%	4%	-22%	-3%	4%	i	2
O=C(NCCc1ccc(F)cc1)C1CCCN(c2nc3ncccc3o2)C1 (stereo not given)
    -3%	-16%	?	15%	-1%	i	11
CCCC(=O)N1CCc2cn(C)c3cccc(c23)C1
    2%	-11%	-5%	0%	4%	i	2
Cc1noc([C@H]2CCN(C(=O)NCc3ccccc3)C[C@H]2NC(=O)C2CCOCC2)n1
    -28%	-11%	-28%	9%	-6%	-7%	4
CNC(=O)[C@@H]1CN(C(=O)Cc2cc(C)no2)C[C@H]1COC
    5%	18%	i	0%	-2%	i	13
CN1CCN(C(=O)c2nc3sccn3c2-c2ccc(C(F)(F)F)cc2)CC1
    -14%	5%	-10%	-5%	·	4%	10
Cc1ccc(CNC(=O)CCCn2c(=O)c3ccccc3n(CC(=O)Nc3ccc(C)c(C)c3)c2=O)cc1
    ·	-3%	·	2%	·	·	3
CCC(=O)N1CCc2cc(S(=O)(=O)CCC(=O)N3CCN(c4ccc(Cl)cc4)CC3)ccc21
    ·	-29%	·	-5%	·	·	-12
CN1C(=O)[C@@H]2C[C@@H](O)CN2C2(CN(Cc3ccc(F)c(F)c3)C2)C1=O
    0%[172 µM]	-5%[87.6 µM]	-10%[174 µM]	7%[87.6 µM]	-10%[172 µM]	?	-1
Cc1ccc2nc(-c3ccc(Cl)c(NC(=O)COc4ccc([N+](=O)[O-])cc4)c3)oc2c1
    ·	111%[activator]	·	0%	·	·	-4
CCc1c(C)nn(CC(=O)NCC2CCN(c3cnn(C)c(=O)c3)C2)c1C (stereo not given)
    i	3%	i	-2%	13%	i	7
Cc1ccc(S(=O)(=O)N2CCOCC2)cc1C(=O)Nc1ccccc1C(=O)O
    ·	0%	·	4%	·	·	21
COCc1nnc2n1CCC(NC(=O)CCCc1c[nH]c3ccccc13)CC2 (stereo not given)
    -6%	5%	i	2%	1%	-6%	-7
COCCNc1ccc(-c2noc([C@@H]3CCCN3Cc3cc(OC)c(OC)c(OC)c3)n2)cn1
    -20%	22%	-27%	-18%	-13%	i	14
CCC(C)C(=O)OC1CC(O)C23C4OCC5(C(O)CC2C1(C)C(O)O4)C3C(=O)CC1(C)C(c2ccoc2)CC2OC215 (stereo not given)
    ·	·	·	?	·	1%[27.3 µM]	-14
COc1ccc(CN(C)Cc2ccoc2)cc1OCC(O)CN1CCCCC1 (stereo not given)
    ?	-8%	?	-27%	4%	i[11.5 µM]	-38*
COC(=O)c1cn([C@H]2CO[C@H]3[C@@H]2OC[C@@H]3NC(=O)NCc2ccccc2)nn1
    -21%[172 µM]	96%[activator][87.6 µM]	?	3%[87.6 µM]	?	3%[88.5 µM]	-10
O=S(=O)(NC[C@H]1O[C@@H](CO)[C@@H](O)[C@H]1N1CCOCC1)c1cccs1
    i	14%[87.6 µM]	i	2%[87.6 µM]	0%[172 µM]	-4%[88.5 µM]	1
Cc1cccc(CC(=O)N2CCC(c3nn(C)c4c3COCC4)CC2)c1
    -8%	5%	-21%	11%	-10%	i	6
Cc1ccc(C(=O)N2CCCC(c3nn(-c4ccccc4)c(=O)[nH]3)C2)cc1 (stereo not given)
    ?	-20%&0%	?	-1%&-4%	-3%&1%	1%	12&7

# Part of the list above, limited to IP6K1 inh.
molecule,IP6K1 inh
COc1ccc(CN(C)Cc2ccoc2)cc1OCC(O)CN1CCCCC1 (stereo not given),-38*
Cc1noc([C@H]2CCN(C(=O)NCc3ccccc3)C[C@H]2NC(=O)C2CCOCC2)n1,4
O=[N+]([O-])c1cccc(-c2noc([C@@H]3C[C@@H](O)CN3Cc3cccc(OC(F)(F)F)c3)n2)c1,10

# Entries shown so far that have two or more sulfur atoms:
# Below each SMILES – HEK cytotox	SNCA expr inhib	3T3 cytotox	SNCA viab count	Luciferase inh	GPT2 inhibitor	IP6K1 inh
Cc1ccccc1NC(=O)CSc1nc(-c2cccs2)nc2cc(=O)[nH]n12
    ·	24%	·	8%	·	·	-11
O=C(NCc1cccs1)c1cn2cc(-c3ccccc3)sc2n1
    ?	210%[activator]	?	3%	·	-22%	2
O=S(=O)(NC[C@H]1O[C@@H](CO)[C@@H](O)[C@H]1N1CCOCC1)c1cccs1
    i	14%[87.6 µM]	i	2%[87.6 µM]	0%[172 µM]	-4%[88.5 µM]	1

# New compounds follow.
# Below each SMILES – HEK cytotox	SNCA expr inhib	3T3 cytotox	SNCA viab count	Luciferase inh	GPT2 inhibitor	IP6K1 inh
COc1cc(NC(=O)CCNS(=O)(=O)c2ccc3c(c2)CCN3C(=O)C2CC2)cc(OC)c1
    ·	-4%	·	11%	·	·	4
CC(C)c1noc(-c2cn(C3CCN(C(=O)c4ccccc4Cl)CC3)nn2)n1
    ?	-8%	-13%	-24%	7%	i	0
COCCCNC(=O)CSc1nc(-c2ccc(OC)c(OC)c2)[nH]c1-c1ccc(F)cc1
    ·	-5%	·	0%	·	·	4
CSCC(=O)N[C@H]1CCN2C(=O)N(c3ccc(C(C)C)cc3)C(=O)[C@@H]2C1
    -12%[172 µM]	117%[activator][87.6 µM]	-29%[174 µM]	-5%[87.6 µM]	32µM*	2%[88.5 µM]	-12
COCCOC1CCOC2(CCN(C(=O)Nc3cccc(F)c3)CC2)C1 (stereo not given)
    6%	17%	-15%	-15%[12.5 µM]	-6%	2%	-14
COCCNc1nc2c([S+](=O)([O-])c3ccc(OC)cc3)nnn2c2ccccc12
    2%	6%	-2%	2%	·	i	3
Cc1ccc(CC(=O)N2c3ccccc3CC2c2nnc(C3CCOCC3)o2)cc1 (stereo not given)
    -15%	-4%	?	-7%	-12%	1%	-3
Cc1ncoc1C(=O)N1CC[C@@H]2COCCN(Cc3ccncc3)[C@@H]2C1
    10%	47%[activator]	-9%	2%	?	i	0
CCCCNc1c(C(=O)OCC)c(C)nc2c1cnn2CC
    ·	-18%	·	10%	·	-7%&-12%	-4
Cc1cn(CC(=O)N2CCN(c3cccc(Cl)c3)C(=O)C2)c(=O)[nH]c1=O
    -8%	-9%	-5%	11%	-4%	2%	-4
COCCNc1ncc(-c2ccc(NC(C)=O)cc2)c2c1OCC2
    ?	24%[87.6 µM]	?	-1%[87.6 µM]	10%[172 µM]	i	-11
COc1ccc(-c2nc(C)c(CCNC(=O)C(=O)Nc3ccccc3OC)s2)cc1
    ·	13%	·	2%	·	·	8
Cn1cccc1CNC(=O)Cn1nc2c(cc1=O)CCCC2
    -2%	46%[activator]	i	5%	-12%	?	10
COc1cc(-c2cc(OC)c3c(C)oc(C)c3c(=O)c2)ccc1OC(=O)c1ccc(C)cc1
    ·	14%	·	6%	·	·	-21
O=C(CN1C(=O)COc2ccc(C(=O)COc3ccccc3F)cc21)NCc1ccco1
    -22%	-11%	-13%	-26%	-8%	-22%	28
O=C1[C@H]2CN(Cc3ccc(F)cc3Cl)C[C@H]2C(=O)N1CCN1CCc2ccccc2C1
    ?	?	?	?	-7%	i	-8
CCCn1cc(S(=O)(=O)c2ccccc2)c(=O)c2cc(F)c(N3CCCC(C)C3)cc21 (stereo not given)
    ·	-25%	·	-1%	·	·	15
Cc1ccc(-c2nocc2CCC(=O)N2CCC(Cc3ccccc3)CC2)cc1
    ?	-21%	?	-19%	-23%	-2%	14
CC1(C)[C@H](Cc2cc(CC3CCCCC3)on2)C[C@@H]1NC1CCOCC1
    28µM*	-20%[87.6 µM]	32µM*	?	13%[172 µM]	?	6
CC(C)CN[C@H]1CO[C@H]2[C@@H]1OC[C@@H]2Nc1nccc(C(C)(C)C)n1
    ?	18%[87.6 µM]	-28%[174 µM]	-2%[87.6 µM]	3%[172 µM]	i	-13
COc1ccc(C(=O)c2cn(CC(=O)Nc3ccc4c(c3)OCO4)c3ccc(OC)cc3c2=O)cc1
    ·	18%	·	?	·	·	-3
CCOCCCNC(=O)N1C[C@@H](Oc2cccnc2)C[C@@H]1C(=O)N1CCOCC1
    0%	7%	1%	-3%	-2%	i	19
CCc1ccc(NC(=O)c2nn(-c3ccc(OC)cc3)c(=O)c3c2c2ccccc2n3C)cc1
    ·	11%	·	5%	·	·	-3
CN(C)c1ccc(CCNC(=O)[C@H]2CNC[C@H](C(=O)N3CCCC3)C2)cc1
    i	-12%	i	-1%	-1%	i	8
COCCCN1C(=O)N(Cc2ccccc2)C(=O)C12CCN(Cc1cccs1)CC2
    ?	-1%	4%	3%	5%	i	-4
COc1ccc(S(=O)(=O)NC2CCN(c3ccc(=O)n(C)n3)CC2)cc1
    ?	11%	-45%	0%	·	i	21
Cc1ccc2c(c1)N(CC(=O)NCc1ccccc1Br)C(=O)c1cccnc1O2
    ·	-13%	·	-15%	·	·	5

# From PubChem

# A portion of the library; the hit share may differ from the screen's.
